GSK3A inh: blockers of GSK3A enzyme activity – biochemical, luminescence, cell-free homogeneous, HTS, primary screen; GSK-3 alpha kinase, ADP-Glo luminescence, 60 min; actives 0.1% (n = 320,000); Glycogen synthase kinase-3 alpha (Homo sapiens), P49840; inhibition, % at 10 µM; AID 2650, 2010;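 in the data active = inhibition above about 50%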;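 also: GST-tagged GSK-3 alpha with peptide substrate and 25 µM ATP; 0% = DMSO neutral wells and 100% = GW8510 positive control wells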
Target sequence (P49840 whole entry, looked up): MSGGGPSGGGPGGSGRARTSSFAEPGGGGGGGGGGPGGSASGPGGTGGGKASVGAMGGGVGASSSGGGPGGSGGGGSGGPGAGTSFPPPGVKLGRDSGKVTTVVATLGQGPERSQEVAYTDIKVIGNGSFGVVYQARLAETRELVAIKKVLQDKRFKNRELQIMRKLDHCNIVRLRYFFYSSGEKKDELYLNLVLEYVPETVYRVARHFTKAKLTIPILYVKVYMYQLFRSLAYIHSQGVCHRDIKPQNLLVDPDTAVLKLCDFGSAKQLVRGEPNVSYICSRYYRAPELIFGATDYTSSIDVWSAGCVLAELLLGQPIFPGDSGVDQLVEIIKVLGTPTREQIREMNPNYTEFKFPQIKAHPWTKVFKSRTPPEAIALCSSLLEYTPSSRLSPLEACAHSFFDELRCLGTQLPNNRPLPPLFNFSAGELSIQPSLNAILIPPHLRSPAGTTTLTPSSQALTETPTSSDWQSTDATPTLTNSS
HDAC3 inhib: HDAC3 deacetylase inhibitors, primary screen, biochemical, fluorescence, cell-free homogeneous; Histone deacetylase 3 (Homo sapiens), O15379; recombinant HDAC3, fluorogenic peptide/trypsin coupled; inhibition, % at 8.3 µM; actives 0.15% (n = 320,000); AID 2718, 2010; in the data active = inhibition above about 26%, passing the limit was not always enough
KCNQ1 inh: inhibitors of human KCNQ1 channel, primary screen, cell-based, thallium flux, high-throughput. Potassium voltage-gated channel subfamily KQT member 1 (Homo sapiens), P51787. CHO-K1 KCNQ1, FluxOR thallium flux fluorescence; stronger effect = higher value. B-score at 10 µM. actives 1.3% (n = 310,000). AID 2642, 2010;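 active = compounds whose thallium flux B-score, printed positive for inhibition, exceeds three library SD while starting fluorescence stays within three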;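 also: channel opened by potassium depolarization with thallium stimulus after 20 min compound exposure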
KCNQ1 act: potentiators or activators of KCNQ1 channel, primary screen, cell-based, thallium flux, high-throughput. Potassium voltage-gated channel subfamily KQT member 1 (Homo sapiens), P51787. CHO-K1 KCNQ1, thallium flux FluxOR fluorescence; stronger effect = higher value. B-score at 10 µM. actives 0.35% (n = 310,000). AID 2648, 2010;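 active = fluorescence ratio B-score, a plate-corrected score, at least three library SD, with initial intensity B-score within 5 SD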
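assay system = CHO-K1 cells stably expressing KCNQ1 | medium = assay buffer, equal DMSO in all wells | timing = 37 °C overnight plating, 90-min dark dye load, 20-min compound pretreatment | measured by = kinetic FluxOR thallium fluorescence, 10-s 1-Hz baseline, 110-s post-stimulus read | measure = fluorescence change relative to baseline, converted to B score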
KCNK3 inh: human KCNK3 channel inhibitors, primary screen, CHO cells, FluxOR thallium flux, B-score. FluxOR fluorescence; stronger effect = lower value. B-score at 10 µM. actives 0.84% (n = 340,000);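 active = B-score under library mean minus 4 SD, starting fluorescence ratio at most library mean plus 5 SD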;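 also: more negative B-score means stronger inhibition of thallium flux through KCNK3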
RGS4 act: RGS4 potentiators or activators, primary screen, cell-based, HEK293 M3R inducible RGS4, calcium flux; carbachol calcium flux Fluo4; stronger effect = lower value; AID 463111, 2010; actives 0.92% (n = 310,000); B-score at 10 µM;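 active = B-score of the integrated calcium signal more than 4 SD below the library mean, with starting fluorescence not abnormally high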;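 also: negative B-score means reduced calcium response which marks RGS4 activation or potentiation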
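test system = M3R-expressing HEK293 line, RGS4 induced by doxycycline | probe or stimulus = carbachol at ECmax as muscarinic agonist stimulus | timing = dye loading 30 min 37 °C, buffer rest 30 min RT | signal = calcium dye Fluo4 fluorescence | evaluation = B score from integrated fluorescence ratio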
GSK3B inh: human GSK3beta kinase inhibitors, primary screen, biochemical, cell-free homogeneous, HTS | GST-GSK3beta kinase, ADP-Glo luminescence, 60 min; stronger effect = lower value | AID 2097, 2009 | actives 0.038% (n = 300,000) | activity score (negative = inhibition), % at 10 µM | Glycogen synthase kinase-3 beta (Homo sapiens), P49841;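 active = more than half of replicate wells score below -50%, meaning over 50% inhibition versus plate controls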;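 also: 0% = median DMSO wells and -100% = median GW8510 positive control wells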
Target sequence (P49841 whole entry, looked up): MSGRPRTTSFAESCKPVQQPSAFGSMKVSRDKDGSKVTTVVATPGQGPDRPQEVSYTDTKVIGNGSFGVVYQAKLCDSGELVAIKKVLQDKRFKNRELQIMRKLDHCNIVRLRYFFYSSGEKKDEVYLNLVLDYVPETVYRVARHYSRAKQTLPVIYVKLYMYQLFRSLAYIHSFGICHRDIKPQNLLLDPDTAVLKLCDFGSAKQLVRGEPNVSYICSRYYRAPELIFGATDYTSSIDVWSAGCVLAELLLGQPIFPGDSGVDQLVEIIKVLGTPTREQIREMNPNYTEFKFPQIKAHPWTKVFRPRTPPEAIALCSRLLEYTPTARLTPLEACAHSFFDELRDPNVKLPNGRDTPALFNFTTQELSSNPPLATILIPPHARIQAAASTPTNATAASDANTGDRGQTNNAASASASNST
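Test system – GST-tagged human GSK3beta kinase, cell-free · Incubation – 60 min enzyme reaction, room temperature · Signal – ADP-Glo luminescence · Also added – peptide substrate and ATP at 25 µM · Controls – DMSO neutral wells and GW8510 at 20 µM as positive · Buffer or medium – Tris/MgCl2 kinase buffer · Measure – Luminescence-derived activity versus plate DMSO and GW8510 wells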
hERG protect: hERG rescue from dofetilide block, primary screen, cell-based, CHO-hERG, FluxOR thallium flux, dofetilide IC70; Voltage-gated inwardly rectifying potassium channel KCNH2 (Homo sapiens), Q12809; dofetilide IC70 present; activation (rescue from dofetilide block), less the hit threshold, % at 10 µM; actives 0.51% (n = 310,000); AID 1511, 2009;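 active = activation above the mean of controls blocked by dofetilide plus 5 SD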;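 also: thallium influx through hERG after potassium depolarization seen as dye fluorescence rise; in these data hits start at about 4.7%; inactives centre near -7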
PolyA inhibitor: polyadenylation inhibitors in yeast reporter cells, primary screen, luminescence, S. cerevisiae. calls only at 12 µM. S. cerevisiae SKY197-pL101 polyadenylation reporter, beta-gal luminescence; efflux-impaired pdr1/pdr3 knockout yeast; score 100 = 6 SD above DMSO. AID 1875, 2009. actives 0.02% (n = 300,000);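 active = lowest replicate activity score at least 50, where 100 means six control SD above control mean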;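 also: yeast exposed to compound for 9 h at 30 °C; higher score means more reporter readthrough which indicates perturbed polyadenylation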
DYRK1A inh: rat Dyrk1A kinase inhibitors, primary screen, biochemical, single point, plate reader; ADP-Glo luminescence, NFATc1 peptide; inhibition, % at 12.5 µM; actives 0.43% (n = 310,000); in the data active = inhibition above about 50%;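 also: plate controls were vehicle with enzyme for no effect and no enzyme for full effect; many of its hits are not listed in these tables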
KCNK9 block: KCNK9 potassium channel inhibitors, primary screen, HEK293 cells, thallium flux; Potassium channel subfamily K member 9 (Homo sapiens), Q9NPC2; FluxOR thallium flux fluorescence; stronger effect = lower value; B-score at 10 µM; actives 1.2% (n = 310,000);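 active = ratio B-score over 3 SD below the library mean, with starting fluorescence within 5 SD of its mean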;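 also: negative B-score means less thallium flux so channel inhibition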
* hit, by the source's call; i = inactive; · = no result given.

SMILES	GSK3A inh	HDAC3 inhib	KCNQ1 inh	KCNQ1 act	KCNK3 inh	RGS4 act	GSK3B inh	hERG protect	PolyA inhibitor	DYRK1A inh	KCNK9 block
Cc1ccc(C(=O)N/C(=C\c2ccc(Cl)cc2)C(=O)NCC2CCCO2)cc1 (stereo unspecified)	-1	0	i	i	i	i	0	-5	i	-6	i
Clc1cccc(Nc2nc(-c3ccncc3)cs2)c1	-3	-3	i	i	i	i	-2	-8	i	·	i
Cn1c(=O)[nH]c(=O)c2c1nc(N1CCCCC1)n2CC(O)COc1ccc([N+](=O)[O-])cc1 (stereo unspecified)	1	-1	i	i	i	i	-3	-6	i	14	i
c1ccc(C2=Nn3c(nnc3-c3ccco3)SC2)cc1	14	3	i	i	i	i	-10	-7	i	-3	i
COC(=O)C1=C(C)Nc2c(c(=O)n(C)c(=O)n2C)C1c1cccc(O)c1 (stereo unspecified)	-1	4	i	i	i	i	3	-9	i	0	i
COc1ccc(C(=O)CCC(=O)Nc2cccnc2)c(OC)c1	-1	6	i	i	i	i	2	-5	i	2	i
CC(C)CNC(=O)CSc1nnc(-c2ccc(Cl)cc2)n1N	-2	-3	i	i	i	i	-1	-10	i	4	i
Cc1cc(C)c(S(=O)(=O)c2ccccc2C(=O)O)c(C)c1	-5	-3	i	i	i	i	5	-7	i	-8	i
Nc1nc(-c2ccccc2)cn1N	0	1	i	i	i	i	1	-14	i	5	i
COc1ccc(N2C(=O)NC3CC2(C)Oc2ccccc23)cc1 (stereo unspecified)	-3	4	i	i	i	i	0	-6	i	-2	i
CC1CC(C)CN(CCCNC(=O)CCC(=O)N2CC(C)Oc3ccccc32)C1 (stereo unspecified)	0	2	i	i	i	i	-1	-5	i	2	i
O=C(Nc1ccc(OCc2ccccc2)cc1)Nc1cccnc1	1	0	i	i	i	i	2	-4	i	-1	i
O=C1CCCN1CCCN1CC(C(=O)N(CCO)Cc2ccccc2)CCC1=O (stereo unspecified)	7	·	i	i	i	i	-3	-6	i	-3	i
COc1ccc(NC(=O)c2cc(C(C)C)on2)c(OC)c1	-3	2	i	i	i	i	4	-10	i	-4	i
Cc1nn(C)c(C)c1C(C)NC(=O)c1ccc(OC2CCN(Cc3ccccn3)CC2)cc1 (stereo unspecified)	·	·	i	i	i	i	-2	-10	i	6	i
CN1C(=O)CC(N2CCC(C(N)=O)(N3CCCCC3)CC2)C1=O (stereo unspecified)	0	5	i	i	i	i	-1	-10	i	-4	i
Cc1cc(C(=O)NCCN2CCOCC2)ccc1[N+](=O)[O-]	-3	-3	i	i	i	i	3	-3	i	-1	i
COc1cc(C(=S)N2CCCC2)ccc1OS(=O)(=O)c1ccc(NC(C)=O)cc1	1	-6	i	i	i	i	1	-4	i	0	i
COCCNc1nc(N)c([N+](=O)[O-])c(NCc2ccccc2)n1	0	6	i	i	i	i	-1	-6	i	4	i
BrC(=C\c1ccccc1)/C=N/Nc1ccc2nncn2n1	0	2	i	i	i	i	0	-12	i	1	i
COC(=O)c1ccc(/C=N/NC(=O)c2ccc3nc[nH]c3c2)cc1	·	12	i	i	i	i	-1	-12	i	5	i
C[C@H](NC(=O)N1CCn2c1nc1ccccc12)C(=O)NC1CC1	-3	1	i	i	i	i	-2	-4	i	-1	i
O=C(NNC(=O)c1ccc(Br)s1)NC1CCCCC1	-1	-4	i	i	i	i	0	-4	i	-5	i
Cc1ccccc1-c1nnc(SCC(=O)Nc2cccc(C)c2C)o1	-2	-4	i	i	i	i	2	-9	i	-1	i
Cc1ccc(Cn2ccc(NC(=O)c3cc(C(C)C)on3)n2)cc1	-1	17	i	i	i	i	2	-9	i	0	i
CCNC(=S)NS(=O)(=O)c1ccc(F)cc1	-1	2	i	i	i	i	-1	-9	i	2	i
Cc1nc2scc(C)n2c(=O)c1S(=O)(=O)Nc1ccc(N2CCN(S(C)(=O)=O)CC2)cc1	0	3	i	i	i	i	2	-8	i	·	i
COc1ccc(-c2cn[nH]c2C)cc1OC	3	-7	i	i	i	i	3	-7	i	12	i
O=C(O)CCc1ccc(-c2ccccc2)n1-c1cccc(C(=O)O)c1	-8	-3	i	i	i	i	0	-3	i	-2	i
COc1cc2[nH]c(=S)nc(NCc3ccccc3)c2cc1OC	11	-1	i	i	i	i	1	-6	i	2	i
Cc1ccc(S(=O)(=O)N(C)S(=O)(=O)c2ccc(C)cc2)cc1	1	3	i	i	i	i	2	-4	i	6	i
CCOc1c(Br)cc(C(N)=O)cc1OCc1ccccc1	·	6	i	i	i	i	0	-15	i	10	i
CN(C(=O)COC(=O)c1nc(Cl)c(Cl)c(Cl)c1Cl)C1CCS(=O)(=O)C1 (stereo unspecified)	·	·	i	i	i	i	-4	-31	i	2	i
O=C(NC1CCCCC1)C(c1ccccc1)N1CCOCC1 (stereo unspecified)	0	-7	i	i	i	i	2	-1	i	5	i
Cc1ccc(C)c(/C(O)=C2\C(=O)C(=O)N(CCCn3ccnc3)C2c2ccncc2)c1 (stereo unspecified)	2	4	i	i	i	i	1	-5	i	-2	i
O=C(Cc1ccccc1[N+](=O)[O-])N/N=C/c1cccnc1	1	-3	i	i	i	i	0	-7	i	3	i
CCCCNC(=O)CC1Nc2ccccc2NC1=O (stereo unspecified)	0	2	i	i	i	i	2	-5	i	0	i
CCCOc1ccc(S(=O)(=O)NCCN2CCOCC2)c2ccccc12	1	-1	i	i	i	i	3	-3	i	2	i
O=C(/C=C/c1cccc(F)c1)Nc1cc(S(=O)(=O)N2CCOCC2)ccc1N1CCCC1	-2	9	i	i	i	i	5	-8	i	2	i
CCn1c(Cc2ccccc2)nnc1SCc1ccc([N+](=O)[O-])cc1	1	-7	i	i	i	i	-4	-16	i	-1	i

Brought forward from above: two compounds; new compounds follow.
SMILES	GSK3A inh	HDAC3 inhib	KCNQ1 inh	KCNQ1 act	KCNK3 inh	RGS4 act	GSK3B inh	hERG protect	PolyA inhibitor	DYRK1A inh	KCNK9 block
O=C(/C=C/c1cccc(F)c1)Nc1cc(S(=O)(=O)N2CCOCC2)ccc1N1CCCC1	-2	9	i	i	i	i	5	-8	i	2	i
CCn1c(Cc2ccccc2)nnc1SCc1ccc([N+](=O)[O-])cc1	1	-7	i	i	i	i	-4	-16	i	-1	i
O=C(NCCN1CCOCC1)c1ccccc1N1C(=O)[C@@H]2Cc3c([nH]c4ccccc34)C(c3ccc(F)cc3)N2C1=O (stereo partly specified)	-2	-2	i	i	i	i	0	-23	i	4	i
O=C(Nc1ccccc1Cl)c1c(F)c(F)c(F)c(F)c1F	0	-5	i	i	i	i	0	-6	i	0	i
COc1ccc(N2CC(NS(=O)(=O)c3ccc(F)cc3)CC2=O)cc1 (stereo unspecified)	0	2	i	i	i	i	-2	-13	i	-12	i
COC(=O)N/N=C/c1c[nH]c2ccccc12	-2	3	i	i	i	i	7	-1	i	-4	i
CN(C)CCNC=C(C(=O)Nc1ccc(Cl)cc1Cl)C(=O)Nc1ccc(Cl)cc1Cl	-1	8	i	i	i	i	-1	-3	i	6	i
C/C(CC(=O)NC(C)(C)C)=N\NC(=O)COc1ccc(C)cc1Br	0	0	i	i	i	i	0	-12	i	3	i
Cc1cc(OCC(=O)Nc2cccc(S(=O)(=O)NC3=NCCCCC3)c2)ccc1Cl	-2	-3	i	i	i	i	0	-11	i	4	i
Cc1cc(C(F)(F)F)nc(SCC(=O)NC2CC3CCC2C3)n1 (stereo unspecified)	0	11	i	i	i	i	0	-7	i	3	i
O=C1c2cccc(OCC(=O)N3N=C(c4cccs4)CC3c3ccc(F)cc3)c2CCN1Cc1cccnc1 (stereo unspecified)	-3	-5	i	i	i	i	-1	-8	i	-3	i
Cc1cc(C)cc(N(CC(=O)Nc2c(C)n(C)n(-c3ccccc3)c2=O)S(C)(=O)=O)c1	-1	1	i	i	i	i	3	-8	i	-1	i
CCC1Oc2ccc(C)cc2N(CC(=O)NCc2ccccc2OC)C1=O (stereo unspecified)	-2	-2	i	i	i	i	2	-9	i	1	i
CC(=O)OC[C@H]1O[C@@H](O/N=C/[C@@H](C)[C@H](OCc2ccccc2)C(C)C)[C@H](OC(C)=O)[C@@H](OC(C)=O)[C@@H]1OC(C)=O	4	10	i	i	·	i	3	-8	i	·	i
Cc1cc(C)c(NC(=O)Cn2cc3c(n2)CCCC3)c(C)c1	-2	8	i	i	i	i	-3	-5	i	-1	i
CCS(=O)(=O)Nc1ccc(C2=NN(C(=O)c3ccccc3)C(c3cccs3)C2)cc1 (stereo unspecified)	-4	-4	i	i	i	i	2	-11	i	-3	i
COc1ccc(C)cc1Nc1nc(N)c2cc(OC)c(OC)cc2n1	-1	-5	i	i	i	i	-6	-7	i	0	i
Cc1cccc(OCc2nnc(SCC(=O)Nc3ccc(N4CCOCC4)cc3)o2)c1	-1	3	i	i	i	i	1	-3	i	-1	i
OC(C#CCN1CCOCC1)(c1ccccc1)C1CCCCC1 (stereo unspecified)	-2	1	i	i	i	i	-1	-12	i	10	i
COc1cccc(-c2nc(C(N)=O)c3[nH]c(=O)n(-c4cccc(Cl)c4)c3n2)c1OC	0	8	i	i	i	i	1	-7	i	9	i
Cc1ccc(C)c(N2CCN(C(=O)C3CCCN(c4ncnc5c4nc4n5CCCCC4)C3)CC2)c1 (stereo unspecified)	-1	14	i	i	i	i	-3	-18	i	·	i

Assay outcomes (PubChem)

An excerpt (hit frequency here may not be typical).
